NCI-60 one-dose screen, 48 h, at 10 µM unless noted. Numbers give growth in % (100 = growth as untreated, 0 = no growth, -100 = all killed).
NCI-H522: NCI-H522 lung cancer. actives 8% (n = 78,000). AID 1794739
OVCAR-5: OVCAR-5 ovarian cancer | actives 2.9% (n = 82,000)
OVCAR-4: OVCAR-4 ovarian cancer cells; actives 3.7% (n = 80,000); AID 1794784
SK-OV-3: SK-OV-3 ovarian cancer cells; actives 3.2% (n = 80,000); AID 1794785
NCI/ADR-RES: NCI/ADR-RES ovarian cells; AID 1794790; actives 4.4% (n = 81,000)
OVCAR-3: OVCAR-3 ovarian cancer; actives 7% (n = 79,000); AID 1794787
IGROV1: IGROV1 ovarian cancer; AID 1794786; actives 4.7% (n = 79,000)
NCI-H23: NCI-H23 lung cancer | actives 4% (n = 80,000)
OVCAR-8: OVCAR-8 ovarian cancer. AID 1794782. actives 4.4% (n = 81,000)
An asterisk follows results filed as active; x = not tested or not shown. How the source made its calls: active means growth percent below 10; inactive means the rest.

nr | Molecule | NCI-H522 | OVCAR-5 | OVCAR-4 | SK-OV-3 | NCI/ADR-RES
1 | CC(C)Sc1nc(-c2ccc(Cl)cc2)c(C#N)c(=O)[nH]1 | 92.2 | 108.0 | 100.2 | 110.2 | 99.6
2 | O=C1/C=C/[C@@H](O)[C@@H]2C[C@@H](O)C[C@H]2/C=C/CCC[C@H](CCc2ccccc2)O1 | 7.9* | 19.8 | 24.9 | 28.2 | 5.6*
3 | O=C1/C(=C/C=C/c2ccco2)SC(=S)N1Cc1ccccc1 | 98.4 | 104.8 | 95.1 | 103.5 | 99.8
4 | COc1ccc(/C=N/NC(=O)c2ccc(S(C)(=O)=O)cc2)cc1 | 79.2 | 117.4 | 125.2 | 102.6 | 104.1
5 | O=C(N=Nc1c(O)[nH]c2ccc(Cl)cc12)c1cc(-c2ccc(Cl)cc2)nc2ccccc12 | 94.8 | 114.9 | 86.0 | 150.0 | 69.9
6 | COc1ccc(-c2nc(-c3nc4cc(C)c(C)cc4[nH]3)c3ccccn23)cc1 | 74.0 | 88.2 | 55.6 | 91.9 | 63.2
7 | CCN(CC)c1ccc(/C=N\NC(=O)c2cccc(Nc3ccnc(C(F)(F)F)c3)c2)c(O)c1 | 41.5 | 48.6 | 18.8 | 19.5 | 29.4
8 | N#Cc1ccccc1-c1ccc(CN2C(=O)Cc3cc(CCn4ccnc4)c(Cl)cc32)cc1 | 84.7 | 91.4 | 108.4 | 102.5 | 99.1
9 | O=C(Nc1nc(C(=O)N2CCN(C(c3ccccc3)c3ccccc3)CC2)cs1)c1ccc(NC2CCCCC2)c([N+](=O)[O-])c1 | 67.3 | 89.2 | 68.9 | 89.8 | 77.0
10 | c1ccc2[nH]c(-c3ccc(OCCCCCOc4ccc(-c5nc6ccccc6[nH]5)cc4)cc3)nc2c1 | 30.9 | 16.1 | -60.5* | 206.7 | -0.2*
11 | BrCCOc1ccc(Br)cc1 | 102.3 | 106.2 | 115.0 | 104.2 | 102.3
12 | N#Cc1c(-c2ccc(Cl)cc2)cc(-c2cccc(OCC(=O)O)c2)[nH]c1=O | 102.7 | 95.8 | 106.1 | 105.7 | 99.2

nr | OVCAR-3 | IGROV1 | NCI-H23 | OVCAR-8
1 | 112.9 | 127.8 | 97.4 | 102.1
2 | -42.1* | 14.7 | 13.3 | 14.4
3 | x | 92.9 | 89.6 | 100.3
4 | 105.7 | 113.7 | 95.9 | 88.7
5 | 88.8 | 73.5 | 85.4 | 82.2
6 | 79.6 | 55.7 | 82.2 | 45.8
7 | 30.9 | 79.9 | 39.5 | 37.3
8 | 114.4 | 98.4 | 95.6 | x
9 | 92.2 | 79.6 | 77.2 | 80.4
10 | 20.4 | 38.3 | 40.9 | -45.6*
11 | 105.4 | x | 97.8 | 93.5
12 | 121.2 | 102.5 | 100.0 | 103.6

(continued)
nr | Molecule | NCI-H522 | OVCAR-5 | OVCAR-4 | SK-OV-3 | NCI/ADR-RES
13 | CC1(C)NC(=O)N(CN2C(=O)NC(C)(C)C2=O)C1=O | 115.2 | 98.6 | 97.4 | 114.6 | 105.9
14 | Cc1c(C(=O)C(SC(=S)N2CCOCC2)SC(=S)N2CCOCC2)nnn1-c1ccc([N+](=O)[O-])cc1 | 80.3 | 102.2 | 108.6 | 93.3 | 110.7
15 | CCOC(=O)/C(=C\c1cccc(Cl)c1)C(C)=O | 84.7 | 106.6 | 105.5 | 104.7 | 104.6
16 | OC1(c2ccc(Cl)cc2)CCCCC1 | 117.3 | 102.5 | x | x | 102.3
17 | O=C(c1cc2cc(Br)ccc2o1)c1cc2ccccc2oc1=O | 93.0 | 104.3 | 84.4 | 105.1 | 94.8
18 | O=[N+]([O-])c1cccc(/C=N/N2CCCCCC2)c1 | 84.6 | 87.7 | x | 106.5 | 93.2
19 | CCOC(=O)CC(C)=N | 92.0 | 107.0 | 100.1 | 111.0 | 111.9
20 | CC(Nc1ncnc2ccc(-c3cnc4cnccn34)cc12)c1ccccc1 (centres undefined) | 27.3 | 68.2 | 41.4 | 60.6 | 52.6
21 | c1ccc2cc(SSc3ccc4ccccc4c3)ccc2c1 | 111.3 | 109.2 | 94.8 | 104.3 | 94.8
22 | CC(=O)N1N=C(c2ccc(C(F)(F)F)cc2)CC1c1ccc2c(c1)OCO2 (centres undefined) | x | 100.1 | 77.8 | 103.9 | 95.8
23 | O=S(=O)(NCCCNc1nccc(-c2[nH]c(-c3ccccc3)nc2-c2ccc(Cl)c(O)c2)n1)c1ccc(Cl)cc1 | 89.7 | 107.2 | 107.9 | 109.9 | 102.4
24 | CN1c2ccccc2Sc2cc(C3CCC(=O)N3)ccc21 (centres undefined) | 75.0 | 101.7 | 83.7 | 111.2 | 66.2

nr | OVCAR-3 | IGROV1 | NCI-H23 | OVCAR-8
13 | 111.7 | 98.9 | 105.2 | 99.8
14 | 107.7 | 98.0 | 108.0 | 99.1
15 | 106.9 | 102.1 | 101.1 | 101.9
16 | 120.8 | 110.6 | 93.4 | 106.4
17 | 88.0 | 89.0 | 94.3 | 95.5
18 | 100.6 | x | 90.4 | 98.1
19 | 111.9 | 132.1 | 118.0 | 108.4
20 | 67.5 | 5.9* | 54.8 | 59.7
21 | 99.6 | x | 94.8 | 85.8
22 | 110.3 | 67.0 | 79.2 | 100.9
23 | 118.7 | 99.3 | 97.1 | 102.0
24 | 89.5 | 81.4 | 88.3 | 91.2

Single records, from the list above. Screens in order: NCI-H522	OVCAR-5	OVCAR-4	SK-OV-3	NCI/ADR-RES	OVCAR-3	IGROV1	NCI-H23	OVCAR-8
Profile of CCOC(=O)CC(C)=N → 92.0	107.0	100.1	111.0	111.9	111.9	132.1	118.0	108.4
Profile of CCOC(=O)/C(=C\c1cccc(Cl)c1)C(C)=O → 84.7	106.6	105.5	104.7	104.6	106.9	102.1	101.1	101.9
Profile of c1ccc2[nH]c(-c3ccc(OCCCCCOc4ccc(-c5nc6ccccc6[nH]5)cc4)cc3)nc2c1 → 30.9	16.1	-60.5*	206.7	-0.2*	20.4	38.3	40.9	-45.6*

Other structures
nr | Molecule | NCI-H522 | OVCAR-5 | OVCAR-4 | SK-OV-3 | NCI/ADR-RES
25 | Cn1c(SCC(=O)N/N=C/c2ccc(F)cc2)nc2ccccc2c1=O | 84.9 | 104.7 | 75.0 | 99.6 | 97.6
26 | O=S(=O)(c1ccc(F)cc1)N1CCN(c2nccc(-c3c(-c4cccc(F)c4)nc4sccn34)n2)CC1 | 79.8 | 120.7 | 67.6 | 103.7 | 67.2
27 | O=C(CCC1CCCCC1)OC1CCCCC1 | 99.5 | 116.0 | 96.8 | 108.8 | 107.9
28 | CC/C(=C(/c1ccc(Cl)cc1)c1ccc(OCCN2CCOCC2)cc1)c1ccc(Cl)cc1 | 74.3 | 95.5 | 93.1 | 89.4 | 94.8
29 | CC(C)C[C@H](N)C(=O)N=S(N)(=O)c1cc(Cl)cs1 (some centres undefined) | 85.6 | 98.8 | 89.2 | 103.3 | 97.0
30 | N#Cc1c(-c2cccs2)cc(-c2cnccn2)nc1SCC(=O)N/N=C/c1ccccc1 | 67.3 | 87.2 | 3.1* | 105.6 | 37.0
31 | O=S1(=O)NC2c3ccccc3C=CN2c2ccncc21 (centres undefined) | 121.7 | 87.9 | 103.1 | 105.7 | 110.5
32 | CCC(=O)Oc1ccc(/C(=C(/C)Cc2cccc(OC)c2)c2ccc(OCCN(CC)CC)cc2)cc1 | 102.1 | 101.2 | 95.9 | 94.5 | 98.5
33 | O=C(Nc1ccc(S(=O)(=O)Nc2ccccn2)cc1)Nc1ccc(F)c(C(F)(F)F)c1 | 74.9 | 103.8 | 106.1 | 103.5 | 95.2
34 | Nc1cccnn1 | 100.6 | 101.3 | 99.6 | 123.5 | 103.5
35 | O=c1c2sc3ccccc3c2nnn1-c1ccc(F)c(Cl)c1 | 64.5 | 51.0 | -5.6* | -8.6* | 64.5
36 | O=C(c1ccc2nc(NS(=O)(=O)c3ccc4ccccc4c3)sc2c1)N1CCN(/C=C/c2ccccc2)CC1 | 75.3 | 93.0 | 101.9 | 94.4 | 101.5

nr | OVCAR-3 | IGROV1 | NCI-H23 | OVCAR-8
25 | 92.7 | 92.0 | 94.9 | 104.6
26 | 87.5 | 55.2 | 79.6 | 79.4
27 | 120.0 | 113.8 | 96.3 | 105.8
28 | 105.1 | 103.4 | 81.4 | 89.1
29 | 108.8 | 91.0 | 90.2 | 89.0
30 | 27.7 | 61.9 | 40.8 | 43.4
31 | 101.4 | 131.5 | 107.4 | 113.0
32 | 98.4 | 108.3 | 96.1 | 95.8
33 | 90.2 | 101.0 | 93.8 | 90.0
34 | 106.9 | x | 95.8 | 103.6
35 | x | 21.2 | 73.0 | 37.7
36 | 102.4 | 99.6 | 98.7 | 96.7

The listing continues:
nr | Molecule | NCI-H522 | OVCAR-5 | OVCAR-4 | SK-OV-3 | NCI/ADR-RES
37 | CC[C@H](CC[C@@H](C)[C@H]1CC[C@H]2[C@@H]3C/C(=C/c4ccco4)C4=C/C(=C/c5ccco5)CC[C@]4(C)[C@H]3CC[C@]12C)C(C)C | 79.0 | 99.9 | 102.9 | 103.0 | 99.0
38 | O=C(N/N=C/c1ccc(Cl)cc1)c1ccc(Br)o1 | 109.8 | 103.1 | 109.6 | 115.8 | 109.0
39 | CCCCCC(=O)Nc1cc(S(=O)(=O)O)cc2cc(S(=O)(=O)O)cc(O)c12 | 113.2 | 111.2 | 117.0 | 102.1 | 98.5
40 | N#Cc1c(-c2ccc(F)cc2)nc(N=Nc2c(O)[nH]c3ccccc23)nc1N1CCOCC1 | 78.6 | 82.6 | -35.5* | 88.2 | 57.3
41 | Cc1cnc(-c2ccc(-c3ccc(NC(=O)Nc4c(F)cc(F)cc4F)cc3F)c3c2C(=O)NC3)[nH]1 | 37.2 | 71.0 | -16.5* | 49.6 | 72.4
42 | CCOC(=O)C(=O)C(=O)CC(=O)CC(C)C | 103.6 | 101.1 | 123.7 | 113.3 | 96.4
43 | O=C1Cc2c(sc3c(F)cccc23)C(c2cccc([N+](=O)[O-])c2)N1 (centres undefined) | 82.5 | 108.7 | 101.3 | 104.0 | 95.5
44 | O=C(NN1C(=O)CCC1=O)c1ccc(Nc2ncnc3c2cnn3-c2cccc(F)c2)cc1 | 97.7 | 106.9 | 115.6 | 94.8 | 105.6
45 | O=c1[nH]c(=S)[nH]c(=O)n1Cc1ccc(F)cc1 | 104.6 | 101.7 | 102.5 | 92.6 | 108.4
46 | O=C(/C=C1\C=CN(CCCCCO)c2ccccc21)n1ccc2ccccc21 | 94.7 | 100.7 | 92.8 | 99.4 | 106.9
47 | CC(=O)Nc1ccc(S(=O)(=O)N/N=c2/sc3ccccc3n2C)cc1N | 84.2 | 101.7 | 97.8 | 93.1 | 107.9
48 | CC(=O)OCC(C)(C)[N+](C)(C)C | 99.6 | 107.9 | 104.8 | 103.0 | 114.7

nr | OVCAR-3 | IGROV1 | NCI-H23 | OVCAR-8
37 | 99.0 | 95.5 | 97.9 | 85.3
38 | 177.2 | x | 110.8 | 46.3
39 | 117.5 | 105.3 | 100.7 | 100.0
40 | 72.9 | 59.9 | 70.3 | 77.7
41 | -34.0* | 33.0 | 20.8 | 39.0
42 | 112.6 | 109.1 | 98.9 | 109.1
43 | 99.9 | 79.6 | 99.0 | 97.1
44 | 117.5 | 108.9 | 96.7 | 104.6
45 | 100.9 | 118.1 | 105.4 | 94.9
46 | 96.5 | 74.5 | 100.2 | 98.7
47 | 103.0 | 103.4 | 98.3 | 105.4
48 | 103.9 | 118.8 | 103.5 | 112.8

Next entries.
nr | Molecule | NCI-H522 | OVCAR-5 | OVCAR-4 | SK-OV-3 | NCI/ADR-RES
49 | O=C1NC(=O)/C(=C\c2ccccc2)C2=C1CCCC2 | -87.4* | 80.0 | 91.2 | 152.2 | 61.2
50 | CC(C)(SCCc1ccncc1)C(N)C(=O)O (centres undefined) | 105.7 | 107.2 | 130.5 | 102.9 | 98.8
51 | O=C1/C(=C/c2ccccc2)Oc2ccc(O)c(-c3ccccc3)c21 | 82.6 | 101.8 | 57.8 | x | 68.8
52 | O=C1NC(=O)N2CCSC2(Cc2ccccc2)N1 (centres undefined) | 100.6 | 98.5 | 101.1 | 92.3 | 97.0
53 | COc1cc(OC)c(S(N)(=O)=O)cc1C(=O)/C=C/c1cc(OC)c(OC)c(OC)c1 | 12.6 | 99.1 | 71.0 | 107.9 | 100.5
54 | CCCC(=O)Nc1ccc(N)cc1OC | 64.8 | 89.4 | 93.8 | 101.1 | 78.3
55 | Nc1c(I)cc(I)cc1I | 102.4 | 110.5 | 107.4 | 104.1 | 106.6
56 | COc1ccc(-c2nn(-c3ccccc3)cc2C2CC(c3cc4ccccc4oc3=O)=NN2c2ccccc2)cc1 (centres undefined) | 89.3 | 102.3 | 93.5 | 86.5 | 96.4

nr | OVCAR-3 | IGROV1 | NCI-H23 | OVCAR-8
49 | -73.9* | x | -44.7* | -6.0*
50 | 102.3 | 115.5 | 100.5 | 96.6
51 | 81.0 | 67.6 | 86.0 | 72.2
52 | x | 129.2 | 103.1 | 105.0
53 | x | 96.0 | 78.6 | 88.5
54 | 116.6 | 61.9 | 76.5 | 71.8
55 | 107.7 | 106.1 | 97.5 | 107.8
56 | 101.5 | 73.7 | 95.5 | 99.8

Two entries picked at random from those above:
nr | Molecule | NCI-H522 | OVCAR-5 | OVCAR-4 | SK-OV-3 | NCI/ADR-RES
52 | O=C1NC(=O)N2CCSC2(Cc2ccccc2)N1 (centres undefined) | 100.6 | 98.5 | 101.1 | 92.3 | 97.0
53 | COc1cc(OC)c(S(N)(=O)=O)cc1C(=O)/C=C/c1cc(OC)c(OC)c(OC)c1 | 12.6 | 99.1 | 71.0 | 107.9 | 100.5

nr | OVCAR-3 | IGROV1 | NCI-H23 | OVCAR-8
52 | x | 129.2 | 103.1 | 105.0
53 | x | 96.0 | 78.6 | 88.5

High-throughput results deposited in PubChem BioAssay by NCI.
